AGP1 TOR yeast: modulators of TOR pathway AGP1-GFP in S. cerevisiae | S. cerevisiae AGP1-GFP multiplex flow cytometry, 3 h; GFP as percent of DMSO wells | actives 0.02% (n = 320,000) | GFP response vs DMSO, % at 10 µM;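 active = GFP response relative to DMSO above a set limit, near screen average plus 3 SD, cut at about 150% in these data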;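 also: median GFP channel fluorescence of the gated AGP1 strain per well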
MEX-5 binding: C. elegans MEX-5 TCR-2 RNA binding activity; AID 1832; MEX-5/FITC-TCR2 RNA binding, fluorescence polarization; hits give low values; actives 0.38% (n = 300,000); Q9XUB2; activity score (negative = inhibition of binding), % at 10 µM;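 active = inhibition past about -25% in most replicates, and total fluorescence under double the plate's negative control median, limit read from the data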;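 also: 0% = DMSO and -100% = 5 µM competing unlabeled TCR2 RNA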
Target sequence (Q9XUB2 whole entry, looked up): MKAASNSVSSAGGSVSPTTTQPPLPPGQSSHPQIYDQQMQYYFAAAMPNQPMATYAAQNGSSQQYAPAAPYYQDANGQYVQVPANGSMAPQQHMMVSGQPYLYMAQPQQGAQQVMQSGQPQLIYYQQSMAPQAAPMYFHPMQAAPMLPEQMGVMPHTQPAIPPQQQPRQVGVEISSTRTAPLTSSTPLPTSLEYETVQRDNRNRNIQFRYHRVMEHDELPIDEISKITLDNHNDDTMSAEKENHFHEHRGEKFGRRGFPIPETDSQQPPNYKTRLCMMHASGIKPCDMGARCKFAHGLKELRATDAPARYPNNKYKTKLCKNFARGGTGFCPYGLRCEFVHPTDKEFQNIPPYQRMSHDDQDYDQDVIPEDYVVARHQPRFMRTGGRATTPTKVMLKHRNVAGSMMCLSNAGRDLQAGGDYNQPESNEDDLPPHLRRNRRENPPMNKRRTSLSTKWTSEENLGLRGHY
GLD-1 RNA inh: GLD-1-TGE RNA interaction inhibition (C. elegans) | Q17339 | purified GLD-1 + fluorescein TGE RNA, fluorescence polarization | inhibition, % at 5.96 µM | AID 2280 | actives 0.44% (n = 320,000);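 active = percent inhibition above a per-plate cutoff, the plate mean of test compounds plus 3 SD, cut at about 30% in these data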;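 also: 0% = DMSO wells with GLD-1 and probe and 100% = wells lacking GLD-1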
VLA-4 inh: inhibition in a human VLA-4 binding assay. P13612. VLA-4 expressing cells, ligand binding flow cytometry. inhibition, % (about 7 µM as worked out from the volumes in the protocol). actives 0.2% (n = 330,000). AID 2557; in the data active = inhibition above about 50%
Fam108B counter: blocks mouse Fam108B hydrolase in RBBP9 counter-screen | recombinant Fam108B, FP-Rh probe fluorescence polarization | inhibition, % at 9.51 µM | actives 0.33% (n = 300,000);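 active = inhibition above the screen mean inhibition plus 3 SD, computed separately per campaign, cut at about 18% in these data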;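 also: inhibitors lower polarization as less probe binds the enzyme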
CIT2-GFP yeast: modulators of TOR pathway CIT2-GFP in S. cerevisiae; S. cerevisiae CIT2-GFP strain, flow cytometry, 3 h; 100 means same as DMSO wells; GFP response vs DMSO, % at 10 µM; actives 0.065% (n = 320,000); AID 2029;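 active = GFP response relative to DMSO above a set limit, near the screen mean plus 3 SD, cut at about 150% in these data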;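 also: ratio of well median GFP fluorescence to mean of DMSO wells on the plate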
BCLXL inh: inhibitors of human Bcl-xL | Q07817 | GST-Bcl-xL / FITC-Bim BH3 peptide fluorescence polarization | inhibition, % at 10.9 µM | actives 0.7% (n = 320,000);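 active = inhibition above the mean of all tested compounds plus 3 SD, cutoff set per campaign, cut at about 30% in these data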;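 also: 0% = DMSO wells and 100% = unlabeled Bim-BH3 peptide competitor; inhibitors lower millipolarization by displacing the labeled peptide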
Target sequence (Q07817 whole entry, looked up): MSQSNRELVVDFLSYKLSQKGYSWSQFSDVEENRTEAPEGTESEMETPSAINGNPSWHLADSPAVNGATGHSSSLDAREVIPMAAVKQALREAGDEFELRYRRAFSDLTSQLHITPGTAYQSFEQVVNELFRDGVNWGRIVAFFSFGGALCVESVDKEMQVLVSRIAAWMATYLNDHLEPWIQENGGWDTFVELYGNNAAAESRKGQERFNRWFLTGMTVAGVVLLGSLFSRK
GRK2 aptamer HTS: inhibitors of human GRK2 displacing RNA aptamer | bead flow cytometry, FAM-aptamer displacement from GRK2 | actives 0.59% (n = 330,000) | AID 488847 | inhibition of aptamer binding, % at 10 µM | P25098;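 active = inhibition of aptamer binding above 40%, roughly 3 SD of noise, on plates passing a quality check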;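 also: median bead fluorescence of bound FAM aptamer so fluorescent compounds give negative values; no value below 0 was filed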
MCL1-BIM inh: MCL1-BIM-BH3 interaction inhibition (human); Q07820; GST-MCL1 / FITC-Bim-BH3 fluorescence polarization; inhibition, % at 10.9 µM; actives 0.68% (n = 320,000); AID 2057;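 active = inhibition above the mean inhibition of all tested compounds plus 3 SD, set per campaign, cut at about 40% in these data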;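 also: 0% = DMSO wells and 100% = unlabeled Bim-BH3 peptide control; higher means more loss of mP so more displacement of Bim peptide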
Target sequence (Q07820 whole entry, looked up): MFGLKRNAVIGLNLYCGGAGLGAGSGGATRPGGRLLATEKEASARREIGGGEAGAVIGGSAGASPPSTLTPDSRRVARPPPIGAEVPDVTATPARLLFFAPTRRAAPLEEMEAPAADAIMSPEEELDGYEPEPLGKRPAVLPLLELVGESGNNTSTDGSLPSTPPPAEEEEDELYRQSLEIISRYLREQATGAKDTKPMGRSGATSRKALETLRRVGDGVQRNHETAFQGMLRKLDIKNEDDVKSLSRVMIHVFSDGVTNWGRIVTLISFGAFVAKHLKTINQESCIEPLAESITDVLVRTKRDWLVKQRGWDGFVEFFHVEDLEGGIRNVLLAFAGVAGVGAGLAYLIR
Numbers without * were called inactive.

Screening CN(C)S(=O)(=O)c1ccc(N=Cc2c(C(F)(F)F)[nH][nH]c2=O)cc1 returned AGP1 TOR yeast 100, MEX-5 binding -2.9, GLD-1 RNA inh 8, VLA-4 inh 8, Fam108B counter -3, CIT2-GFP yeast 101, BCLXL inh 3, GRK2 aptamer HTS 0 and MCL1-BIM inh 3.
For O=C(NCc1ccco1)c1cccc2c1C(=O)c1ccc(N3CCC(Cc4ccccc4)CC3)cc1S2(=O)=O the results were AGP1 TOR yeast 103, GLD-1 RNA inh 91*, VLA-4 inh -308, CIT2-GFP yeast 97 and GRK2 aptamer HTS 0.
Screening Cn1c(/N=C/c2cccs2)nc2ccccc21 returned AGP1 TOR yeast 100, MEX-5 binding -1.6, GLD-1 RNA inh -3, VLA-4 inh -5, Fam108B counter -1, CIT2-GFP yeast 94, BCLXL inh 2, GRK2 aptamer HTS 1 and MCL1-BIM inh 5.
For CN(C)c1cc(-c2ccc(C#N)cc2)oc(=O)c1Cl the results were AGP1 TOR yeast 94, MEX-5 binding 0.7, GLD-1 RNA inh 9, VLA-4 inh 4, Fam108B counter 2, CIT2-GFP yeast 95, BCLXL inh -2 and MCL1-BIM inh 5.
`COc1cccc(N(CC(=O)N2CCc3ccccc3C2)S(C)(=O)=O)c1` gave AGP1 TOR yeast 112, MEX-5 binding -1.8, GLD-1 RNA inh -1, VLA-4 inh -1, Fam108B counter 4, CIT2-GFP yeast 103, BCLXL inh 1, GRK2 aptamer HTS 0 and MCL1-BIM inh 2.
COc1cccc(CN=C2Nc3ccccc3CS2)c1 was read as AGP1 TOR yeast 90, MEX-5 binding 3.0, GLD-1 RNA inh -3, VLA-4 inh -1, Fam108B counter 3, CIT2-GFP yeast 97, BCLXL inh 0, GRK2 aptamer HTS 0 and MCL1-BIM inh 0.
`COc1ccc(CN2CCN(Cc3c[nH]c4ccccc34)CC2CCO)c(F)c1` (stereo unspecified) gave AGP1 TOR yeast 100, MEX-5 binding -1.0, GLD-1 RNA inh 3, VLA-4 inh -1, Fam108B counter 2, CIT2-GFP yeast 108, BCLXL inh 7, GRK2 aptamer HTS 0 and MCL1-BIM inh 9.
CN(C)CCNC(=O)CNC(=S)N(Cc1ccccc1)Cc1ccccc1F was read as AGP1 TOR yeast 113, MEX-5 binding -1.4, GLD-1 RNA inh 0, VLA-4 inh -8, Fam108B counter 1, CIT2-GFP yeast 100, BCLXL inh 3, GRK2 aptamer HTS 1 and MCL1-BIM inh 0.
CC(=O)Nc1nnc(SCC(=O)NCCOc2ccccc2)s1 was read as AGP1 TOR yeast 97, MEX-5 binding 0.7, GLD-1 RNA inh 2, VLA-4 inh 2, Fam108B counter -1, CIT2-GFP yeast 105, BCLXL inh -17, GRK2 aptamer HTS 3 and MCL1-BIM inh -18.
Screening O=C(O)c1c2c(nc3ccccc13)/C(=C/c1cccc([N+](=O)[O-])c1)CCC2 returned AGP1 TOR yeast 100, MEX-5 binding -1.8, GLD-1 RNA inh -4, VLA-4 inh -5, Fam108B counter 0, CIT2-GFP yeast 106, BCLXL inh 5, GRK2 aptamer HTS 1 and MCL1-BIM inh 8.
Screening CCC(C)Sc1ccc([C@@H]2[C@H]3C(=O)N(CC)C(=O)[C@H]3[C@]3(C(=O)OC)CCCN23)cc1OC (stereo partly specified) returned AGP1 TOR yeast 105, GLD-1 RNA inh -9, VLA-4 inh 8, Fam108B counter -3, CIT2-GFP yeast 94, BCLXL inh -5, GRK2 aptamer HTS 0 and MCL1-BIM inh -17.
C[C@H](NC(=O)[C@@H]1Cc2ccccc2CN1)C(=O)NC1CCCC1 was read as AGP1 TOR yeast 103, MEX-5 binding 1.3, GLD-1 RNA inh 4, VLA-4 inh 0, Fam108B counter 0, CIT2-GFP yeast 106, BCLXL inh 4, GRK2 aptamer HTS 0 and MCL1-BIM inh 6.
`COC(=O)c1ccc(/C=N/NC(=S)NCCN2CCOCC2)cc1` gave AGP1 TOR yeast 94, MEX-5 binding 3.6, GLD-1 RNA inh -4, VLA-4 inh 3, Fam108B counter 2, CIT2-GFP yeast 96, BCLXL inh 0, GRK2 aptamer HTS 0 and MCL1-BIM inh 2.
Screening CCC1(c2ccc(F)cc2)NC(=O)N(CC(=O)N2CCc3ccccc32)C1=O (stereo unspecified) returned AGP1 TOR yeast 114, GLD-1 RNA inh 1, VLA-4 inh -1, CIT2-GFP yeast 112, BCLXL inh -1, GRK2 aptamer HTS 0 and MCL1-BIM inh -7.
For S=C(NNC(=S)NC1CC2CCC1C2)NC1CC2C=CC1C2 (stereo unspecified) the results were AGP1 TOR yeast 108, MEX-5 binding 2.2, GLD-1 RNA inh 3, VLA-4 inh -2, Fam108B counter 2, CIT2-GFP yeast 107, BCLXL inh 11, GRK2 aptamer HTS 0 and MCL1-BIM inh 9.
Screening CN(C)S(=O)(=O)c1cc(C(=O)OCCn2cnc3c2c(=O)n(C)c(=O)n3C)ccc1Cl returned AGP1 TOR yeast 101, MEX-5 binding -2.3, GLD-1 RNA inh 4, VLA-4 inh 25, Fam108B counter 5, CIT2-GFP yeast 93, BCLXL inh 5, GRK2 aptamer HTS 2 and MCL1-BIM inh 9.
O=C(COc1ccccc1[N+](=O)[O-])Nc1cccc(S(=O)(=O)NC2=NCCCCC2)c1 was read as AGP1 TOR yeast 109, MEX-5 binding -0.3, GLD-1 RNA inh 6, VLA-4 inh 3, Fam108B counter -1, CIT2-GFP yeast 81, BCLXL inh 2, GRK2 aptamer HTS 4 and MCL1-BIM inh 4.
Screening CCOC(=O)c1cc(S(=O)(=O)Nc2ccc(OC)cc2OC)cn1C returned AGP1 TOR yeast 106, MEX-5 binding 1.2, GLD-1 RNA inh -5, VLA-4 inh 23, Fam108B counter 0, CIT2-GFP yeast 111, BCLXL inh 3, GRK2 aptamer HTS 4 and MCL1-BIM inh 2.
For O=C(O)c1ccc(C=C(c2nc3ccccc3s2)c2nc3ccccc3s2)cc1 the results were AGP1 TOR yeast 91, MEX-5 binding 4.1, GLD-1 RNA inh -6, VLA-4 inh 4, Fam108B counter -21, CIT2-GFP yeast 97, BCLXL inh 4, GRK2 aptamer HTS 0 and MCL1-BIM inh 5.
O=C1CCCCN1CCCC(=O)N1CCCC(Nc2ccc(F)c(F)c2)C1 (stereo unspecified) was read as AGP1 TOR yeast 102, MEX-5 binding -1.2, GLD-1 RNA inh 0, VLA-4 inh 4, Fam108B counter -2, CIT2-GFP yeast 97, BCLXL inh -1, GRK2 aptamer HTS 0 and MCL1-BIM inh 4.
`CC1CCCCN1C(=S)NCc1ccccc1` (stereo unspecified) gave AGP1 TOR yeast 97, MEX-5 binding -0.4, GLD-1 RNA inh 5, VLA-4 inh 0, Fam108B counter -4, CIT2-GFP yeast 101, BCLXL inh 6, GRK2 aptamer HTS 1 and MCL1-BIM inh 18.
Screening O=C(O)c1ccc(NS(=O)(=O)c2ccc(N3CCCC3)c([N+](=O)[O-])c2)cc1 returned AGP1 TOR yeast 100, MEX-5 binding 0.5, GLD-1 RNA inh 7, VLA-4 inh 8, Fam108B counter -5, CIT2-GFP yeast 105, BCLXL inh 3, GRK2 aptamer HTS 0 and MCL1-BIM inh 2.
CC(C)NS(=O)(=O)c1cc(F)ccc1CN1C(=O)c2cccnc2C1=O was read as AGP1 TOR yeast 97, MEX-5 binding 1.2, GLD-1 RNA inh -2, VLA-4 inh 1, Fam108B counter -2, CIT2-GFP yeast 102, BCLXL inh -1, GRK2 aptamer HTS 0 and MCL1-BIM inh -7.
For Clc1ccc(OCCn2cnc3ccccc32)cc1 the results were AGP1 TOR yeast 104, MEX-5 binding 1.8, GLD-1 RNA inh 3, VLA-4 inh 20, Fam108B counter -5, CIT2-GFP yeast 84, BCLXL inh 10, GRK2 aptamer HTS 0 and MCL1-BIM inh 8.
`CC1C=CCC2C(=O)N(c3cccc(C(=O)Nc4ccc(Br)cc4)c3)C(=O)C12` (stereo unspecified) gave AGP1 TOR yeast 103, MEX-5 binding -4.2, GLD-1 RNA inh 6, VLA-4 inh 8, Fam108B counter -13, CIT2-GFP yeast 97, BCLXL inh 1, GRK2 aptamer HTS 0 and MCL1-BIM inh 2.
`CCN(C(=O)COC(=O)c1ccccc1O)c1cccc2ccccc12` gave AGP1 TOR yeast 99, GLD-1 RNA inh 3, VLA-4 inh 0, CIT2-GFP yeast 104 and GRK2 aptamer HTS 2.
For CCn1nc(C)cc1C(=O)N1CCCC(C(=O)c2ccc(Oc3ccccc3)cc2)C1 (stereo unspecified) the results were AGP1 TOR yeast 93, MEX-5 binding 2.4, GLD-1 RNA inh 8, VLA-4 inh -3, Fam108B counter -2, CIT2-GFP yeast 97, BCLXL inh 4, GRK2 aptamer HTS 0 and MCL1-BIM inh 4.
`NS(=O)(=O)c1ccc(CCNCC(=O)N2CCC(Cc3ccccc3)CC2)cc1` gave AGP1 TOR yeast 103, MEX-5 binding -0.7, GLD-1 RNA inh 0, VLA-4 inh -3, Fam108B counter 3, CIT2-GFP yeast 108, BCLXL inh 1, GRK2 aptamer HTS 0 and MCL1-BIM inh -5.
`COc1ccc(-c2ccc(SCC(=O)Nc3cccc(C(C)=O)c3)nn2)cc1OC` gave AGP1 TOR yeast 101, MEX-5 binding 1.9, GLD-1 RNA inh 0, VLA-4 inh -4, Fam108B counter -2, CIT2-GFP yeast 102, BCLXL inh 5, GRK2 aptamer HTS 1 and MCL1-BIM inh -6.
`COCCn1c(SCc2cnc(-c3ccccc3)s2)nnc1-c1ccncc1` gave AGP1 TOR yeast 103, MEX-5 binding -0.6, GLD-1 RNA inh 3, VLA-4 inh -1, Fam108B counter 0, CIT2-GFP yeast 100, BCLXL inh -1, GRK2 aptamer HTS 0 and MCL1-BIM inh 2.
Screening CCc1ccc(-c2cc(C)no2)cc1S(=O)(=O)N1CCN(c2cccc(C)c2C)CC1 returned AGP1 TOR yeast 109, MEX-5 binding 0.9, GLD-1 RNA inh 1, VLA-4 inh 11, Fam108B counter -5, CIT2-GFP yeast 103, BCLXL inh 0, GRK2 aptamer HTS 3 and MCL1-BIM inh 10.
For CC1(C)CC[C@]2(CO)CC[C@]3(C)C(=CCC4[C@@]5(C)CC[C@H](O)[C@@](C)(CO)C5CC[C@]43C)[C@@H]2C1 (stereo partly specified) the results were AGP1 TOR yeast 101, GLD-1 RNA inh 6, VLA-4 inh -10, CIT2-GFP yeast 98 and GRK2 aptamer HTS 8.
For C/C(=N\NS(=O)(=O)c1ccc(C)cc1)c1ccc(C)o1 the results were AGP1 TOR yeast 99, MEX-5 binding -1.0, GLD-1 RNA inh 1, VLA-4 inh 12, Fam108B counter -3, CIT2-GFP yeast 94, BCLXL inh 1, GRK2 aptamer HTS 1 and MCL1-BIM inh -5.
Screening Cc1nn(Cc2c(F)c(F)c(F)c(F)c2F)c(C)c1NC(=O)c1ccc(COc2ccccc2Cl)o1 returned AGP1 TOR yeast 94, GLD-1 RNA inh 2, VLA-4 inh -3, Fam108B counter -6, CIT2-GFP yeast 95, BCLXL inh 0, GRK2 aptamer HTS 2 and MCL1-BIM inh 3.

Looked up by structure from the list above:
`NS(=O)(=O)c1ccc(CCNCC(=O)N2CCC(Cc3ccccc3)CC2)cc1` gave AGP1 TOR yeast 103, MEX-5 binding -0.7, GLD-1 RNA inh 0, VLA-4 inh -3, Fam108B counter 3, CIT2-GFP yeast 108, BCLXL inh 1, GRK2 aptamer HTS 0 and MCL1-BIM inh -5.
Screening O=C(O)c1ccc(NS(=O)(=O)c2ccc(N3CCCC3)c([N+](=O)[O-])c2)cc1 returned AGP1 TOR yeast 100, MEX-5 binding 0.5, GLD-1 RNA inh 7, VLA-4 inh 8, Fam108B counter -5, CIT2-GFP yeast 105, BCLXL inh 3, GRK2 aptamer HTS 0 and MCL1-BIM inh 2.

An unsorted share of the library (roughly 2.2% active in at least one column).
